High-throughput results as filed in PubChem BioAssay.
SIAH1 antagonists = blockers of Siah-1 interaction with plectin peptide – biochemical, fluorescence polarization, rhodamine-plectin, uHTS, primary screen (AID 1817); Siah-1 / rhodamine-plectin peptide fluorescence polarization; higher % means a stronger effect; hit rate 0.02% among 290,000; one-dose displacement, % at 20 µM; IC50 in µM for titrated hits;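 active = displacement of at least 50% at 20 µM, with a fluorescence ratio check between 0.3 and a set limit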;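 note: plate controls were Siah plus tracer with DMSO for no effect and tracer alone without Siah for full effect; strong numbers were not always called active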
NTR1 ag = agonists of NTR1, primary screen, imaging, U2OS cells, beta-arrestin-GFP, high content (AID 493036); activation, % at 20 µM; hit rate 0.17% among 330,000; P30989; NTR1-U2OS beta-arrestin-GFP spot imaging, agonist mode;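 active = activation at or above 40% of the spot to cytoplasm intensity ratio, with at least 20 cells analyzed; inconclusive = wells under 20 cells, flagged as cytotoxic or low count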;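 note: 0% = DMSO without peptide and 100% = 100 nM NTR1 peptide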
Target sequence (P30989 whole entry, looked up): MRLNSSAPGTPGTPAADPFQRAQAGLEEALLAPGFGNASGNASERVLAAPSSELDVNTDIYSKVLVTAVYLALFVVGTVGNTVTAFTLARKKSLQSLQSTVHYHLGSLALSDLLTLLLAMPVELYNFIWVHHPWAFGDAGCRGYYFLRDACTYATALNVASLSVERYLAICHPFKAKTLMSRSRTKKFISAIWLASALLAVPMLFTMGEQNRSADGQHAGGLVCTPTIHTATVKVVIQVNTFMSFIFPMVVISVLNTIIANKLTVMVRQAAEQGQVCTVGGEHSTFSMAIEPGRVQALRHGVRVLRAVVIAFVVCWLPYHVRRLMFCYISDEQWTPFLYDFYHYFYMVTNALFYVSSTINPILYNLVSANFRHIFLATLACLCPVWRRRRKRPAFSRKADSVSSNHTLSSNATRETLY
West Nile antiviral = West Nile virus antiviral activity, cell-based, CPE readout (AID 1621) | West Nile virus-infected cells, CPE inhibition; higher % means a stronger effect | CPE inhibition, % at 10 µM; hits with a dose series show IC50 in µM | hit rate 0.02% among 290,000; in the data active = a potency from the dose series; inconclusive = CPE inhibition mostly from about 3.7% at the one dose, without a potency; inactive = the rest, 99 in 100 with CPE inhibition below about 2.2%; note: strong numbers were not always called active
UTI89 phage lysis = protection from phage-mediated lysis, alamar blue read-out – E. coli UTI89, K1F phage, bacterial capsule biogenesis inhibitors (AID 488966); hit rate 0.02% among 340,000; one-dose inhibition, % at 100 µM; IC50 in µM for titrated hits; E. coli UTI89 K1F phage lysis, alamar blue, 2 h; higher % means a stronger effect;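 active = phage lysis inhibition, versus mean bacterial control, above a set limit; inconclusive = no clear call, values can overlap the other calls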;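 note: capsule biogenesis inhibitors block K1F phage lysis so surviving cells raise fluorescence; higher fluorescence means more inhibition of phage lysis; actives were called in the ten point dose series up to 300 µM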
RSV CPE inhibition = inhibition of RSV-induced cytopathic effect – HEp-2 cells, primary 10 µM value included (AID 2391). HEp-2 cells, RSV-induced CPE inhibition; higher % means a stronger effect. CPE inhibition, % at 10 µM; hits with a dose series show IC50 in µM. hit rate 0.13% among 310,000; in the data active = a potency from the dose series; inconclusive = CPE inhibition mostly from about 23% at the one dose, without a potency; inactive = the rest, 99 in 100 with CPE inhibition below about 21%; note: strong numbers were not always called active
SV40 large T antigen = TAg ATPase/helicase activity blockers – biochemical (AID 1903) | hit rate 0.39% among 310,000 | inhibition, % at 20 µM, or IC50 in µM where a hit was titrated | SV40 large T antigen ATPase/helicase inhibition assay; higher % means a stronger effect; in the data active = a potency from the dose series; inconclusive = inhibition mostly from about 32% at the one dose, without a potency; inactive = the rest, 99 in 100 with inhibition below about 32%; note: strong numbers were not always called active
MgcRacGAP inhibition = MgcRacGAP GTPase-activating activity inhibitors, confirmation, biochemical, ADP Hunter fluorescence | MgcRacGAP-stimulated Rac1 GTP hydrolysis, ADP Hunter fluorescence; higher % means a stronger effect; GST-tagged Rac1 F28L mutant substrate | inhibition, % at 30 µM; hits with a dose series show IC50 in µM | hit rate 0.6% among 340,000 | AID 624330;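 active = first-screen hits whose inhibition reached a set limit at any dose in the follow-up dose series; inconclusive = inhibition above the set first-screen limit but never retested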;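 note: fluorescence reports GDP produced by GAP-driven GTP hydrolysis; strong numbers were not always called active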
AID2073 = disruptors of CaV2.2 binding to Mint1 – biochemical, HTRF (AID 2073); hit rate 0.19% among 290,000; inhibition, % at 20 µM, or IC50 in µM where a hit was titrated; HTRF protein-protein interaction, Mint1-CaV2.2; higher % means a stronger effect; in the data active = inhibition mostly above about 51%, no sharp cut-off; inconclusive = no clear call, values can overlap the other calls; inactive = mostly below about 53%; note: some results filed as inactive read as strong as hits
NS5 inhibitors = Dengue-2 NS5 methyltransferase inhibitors, primary screen, biochemical, confirmation dose response (AID 588689) | Dengue-2 NS5 methyltransferase capping enzyme assay, biochemical; higher % means a stronger effect | one-dose inhibition, % at 25 µM; IC50 in µM for titrated hits | hit rate 0.3% among 340,000; in the data active = a potency from the dose series; inconclusive = inhibition above about 29% without an active follow-up result
NTR1 ag cell count 20 µM = further read-out of NTR1 ag, marked with its call; cell count; measured here: cell count, cytotoxicity flag
NS5 inhibitors pilot replicate = second read-out of NS5 inhibitors, no call of its own (marks repeat the call); inhibition, %; measured here: pilot screen replicate inhibition
Starred values were filed as active, the others as inactive; ? = inconclusive; . = no result given; [ ] = another dose, or the depositor's remark. Hits appear at their usual frequency; 1.6% or so of the library scored in one or more.

SMILES	SIAH1 antagonists	NTR1 ag	NTR1 ag cell count 20 µM	West Nile antiviral	UTI89 phage lysis	RSV CPE inhibition	SV40 large T antigen	MgcRacGAP inhibition	AID2073	NS5 inhibitors	others
CC(=O)NNc1ccc(C(F)(F)F)cc1[N+](=O)[O-]	1%	1.4	47	-0.6%	-0.2%	0.5%	18%	11%	-6%	-4%
CCOC1CC(C)(C)NC(=S)N1 (stereo unspecified)	13%	3.2	54	0.4%	5.3%	2.7%	17%	7%	2%	-6%
O=[n+]1c2c(n([O-])c3cc(F)ccc31)CCCC2	0%	-2.1	69	.	1.5%	1.9%	21%	9%	-3%	4%
CCN(CC)S(=O)(=O)c1ccc2[nH]c(=O)[nH]c2c1	-2%	1.1	80	0.4%	1.2%	0.3%	1%	-9%	4%	8%
Cc1noc(C)c1S(=O)(=O)N1CCCC(C(=O)Nc2ccc(Cl)cn2)C1 (stereo unspecified)	4%	-1.5	95	-0.1%	-0.2%	11%	1%	-1%	-3%	-9%
CCOC(=O)CNC(=O)C(CC(N)=O)NC(=O)OC(C)(C)C (stereo unspecified)	12%	1.1	43	0.0%	.	0.8%	3%	.	-3%	.
COc1cccc(NC(=O)CN(C)C(=O)c2ccc3c(c2)C(=O)N(CCC(C)C)C3=O)c1	.	0.9	62	.	0.8%[50 µM]	0.8%	.	1%	.	-13%
COCCN(C(=O)CNC(=O)c1cccs1)C(C(=O)NC1CCCCC1)c1ccco1 (stereo unspecified)	-2%	-0.1	67	-0.4%	5.1%	0.7%	-4%	11%	-6%	-12%
COc1ccc(C(NC(C)=O)c2ccc3cccnc3c2O)c(OC)c1 (stereo unspecified)	9%	0.3	59	?	1.4%	-2.9%	-4%	-6%	3%	14%
CC(C)[C@H](NC(=O)c1ccco1)C(=O)OCC(=O)Nc1cccc(F)c1	2%	-0.8	53	0.0%	0.4%	1.1%	6%	0%	0%	-5%
O=C(OCc1nc2scc(-c3ccccc3)c2c(=O)[nH]1)c1cc(Cl)ccc1[N+](=O)[O-]	-1%	4.5	31	1.4%	5.9%	?	7%	4%	4%	4%
S=C(NCCc1ccccc1)N1CCN(Cc2ccc(Cl)c(Cl)c2)CC1	1%	8.6	51	-0.6%	1.1%[50 µM]	0.5%	-1%	-2%	-13%	-3%
CC(C)CCNC(=O)CNC(=O)c1cccs1	2%	0.3	62	0.7%	3.9%	0.3%	14%	4%	0%	-3%
COc1ccccc1CN(Cc1cc2c(C)ccc(C)c2[nH]c1=O)Cc1nnnn1Cc1ccco1	7%	7.8	40	0.2%	-0.4%	3.1%	.	16%	-4%	-5%
COc1ccc(C(=O)C[n+]2ccc(-c3nnc4n3CCC4)cc2)cc1	-3%	2.5	69	0.0%	2.0%[50 µM]	1.9%	5%	-22%	1%	3%

12 entries already listed, ordered by SMILES length, lowest first:
SMILES	SIAH1 antagonists	NTR1 ag	NTR1 ag cell count 20 µM	West Nile antiviral	UTI89 phage lysis	RSV CPE inhibition	SV40 large T antigen	MgcRacGAP inhibition	AID2073	NS5 inhibitors	others
CCOC1CC(C)(C)NC(=S)N1 (stereo unspecified)	13%	3.2	54	0.4%	5.3%	2.7%	17%	7%	2%	-6%
CC(C)CCNC(=O)CNC(=O)c1cccs1	2%	0.3	62	0.7%	3.9%	0.3%	14%	4%	0%	-3%
O=[n+]1c2c(n([O-])c3cc(F)ccc31)CCCC2	0%	-2.1	69	.	1.5%	1.9%	21%	9%	-3%	4%
CC(=O)NNc1ccc(C(F)(F)F)cc1[N+](=O)[O-]	1%	1.4	47	-0.6%	-0.2%	0.5%	18%	11%	-6%	-4%
CCN(CC)S(=O)(=O)c1ccc2[nH]c(=O)[nH]c2c1	-2%	1.1	80	0.4%	1.2%	0.3%	1%	-9%	4%	8%
COc1ccc(C(NC(C)=O)c2ccc3cccnc3c2O)c(OC)c1 (stereo unspecified)	9%	0.3	59	?	1.4%	-2.9%	-4%	-6%	3%	14%
COc1ccc(C(=O)C[n+]2ccc(-c3nnc4n3CCC4)cc2)cc1	-3%	2.5	69	0.0%	2.0%[50 µM]	1.9%	5%	-22%	1%	3%
Cc1noc(C)c1S(=O)(=O)N1CCCC(C(=O)Nc2ccc(Cl)cn2)C1 (stereo unspecified)	4%	-1.5	95	-0.1%	-0.2%	11%	1%	-1%	-3%	-9%
COCCN(C(=O)CNC(=O)c1cccs1)C(C(=O)NC1CCCCC1)c1ccco1 (stereo unspecified)	-2%	-0.1	67	-0.4%	5.1%	0.7%	-4%	11%	-6%	-12%
COc1ccccc1CN(Cc1cc2c(C)ccc(C)c2[nH]c1=O)Cc1nnnn1Cc1ccco1	7%	7.8	40	0.2%	-0.4%	3.1%	.	16%	-4%	-5%
COc1cccc(NC(=O)CN(C)C(=O)c2ccc3c(c2)C(=O)N(CCC(C)C)C3=O)c1	.	0.9	62	.	0.8%[50 µM]	0.8%	.	1%	.	-13%
O=C(OCc1nc2scc(-c3ccccc3)c2c(=O)[nH]1)c1cc(Cl)ccc1[N+](=O)[O-]	-1%	4.5	31	1.4%	5.9%	?	7%	4%	4%	4%

Later entries.
SMILES	SIAH1 antagonists	NTR1 ag	NTR1 ag cell count 20 µM	West Nile antiviral	UTI89 phage lysis	RSV CPE inhibition	SV40 large T antigen	MgcRacGAP inhibition	AID2073	NS5 inhibitors	others
COc1cccc(/C=N/Nc2ccccc2C(=O)O)c1O	1%	-0.7	85	-0.7%	0.0%	2.5%	14%	15%	12%	9%
O=C1CCC(Cc2ccccc2)N1 (stereo unspecified)	2%	1.5	34	0.0%	0.3%	2.8%	-2%	8%	8%	3%
Cc1cccc(NC(=O)c2ccc(CN3CCc4ccccc4C3)cc2)c1C	-7%	-1.1	83	-0.5%	-0.1%	8.0%	-2%	7%	-6%	-1%
CC(=O)c1ccc(NS(=O)(=O)c2ccc(C)cc2)cc1	-2%	-1.1	63	-0.6%	-0.5%	0.9%	4%	8%	13%	0%
CC(C)c1ccc(/C=C2\CC/C(=C\C=N\N(C)C)C2=O)cc1	1%	-1.2	83	.	0.0%	3.7%	5%	6%	1%	-15%
Cc1ccc2c(c1)N(CCCC(=O)NCC1COc3ccccc3O1)C(=O)CO2 (stereo unspecified)	4%	0.6	56	0.4%	0.6%	2.2%	-2%	15%	2%	-3%
O=C(NCCc1ccc(Cl)cc1)c1ccc2c(c1)OCO2	2%	3.8	47	-0.2%	1.6%	1.7%	7%	4%	3%	-5%
COc1cc(C(=O)OCC(=O)Nc2ccc(S(=O)(=O)N3CCCC3)cc2)cc(OC)c1OC	.	0.4	63	.	-2.6%	.	.	8%	.	-2%
CC(C)(C)Nc1nc(Cl)nc(Nc2ccccc2)n1	0%	5.9	50	-1.7%	0.1%	16%	2%	12%	9%	.
COc1ccc(NC(=O)CN(C)C(=O)c2ccc(NS(=O)(=O)c3ccc4[nH]c(=O)[nH]c4c3)cc2)cc1	.	0.3	78	.	-1.8%	-0.7%	9%	5%	.	-9%
Cc1[nH]n(-c2ccccc2)c(=O)c1C=Nc1ccc2[nH]c(=O)[nH]c2c1	-8%	2.0	81	-0.1%	1.3%[50 µM]	2.3%	19%	-4%	0%	-11%
COc1cccc(NC(=O)CN(C)C(=O)CCCc2c[nH]c3ccccc23)c1	.	-2.3	62	.	0.6%[50 µM]	2.0%	.	10%	.	-6%
CC(=O)c1cccc(NC(=O)Oc2ccccc2)c1	8%	-0.3	64	1.4%	0.6%	0.3%	3%	1%	-2%	-3%
Cn1c(=O)cc(SCC(=O)N2CCN(Cc3ccc4c(c3)OCO4)CC2)c2ccccc21	-1%	-0.1	71	0.2%	0.9%	1.5%	6%	4%	-1%	2%
CC(=O)c1cccc(NC(=O)C2CCCN(S(=O)(=O)c3ccc(F)cc3)C2)c1 (stereo unspecified)	1%	1.0	56	0.0%	0.8%	0.6%	4%	12%	25%	-3%
CCOc1cccc(C(=O)N2CCCCC2c2cccnc2)c1 (stereo unspecified)	4%	-0.9	77	0.2%	1.3%	1.7%	2%	7%	9%	-2%
COc1ccc(S(=O)(=O)Nc2cccc3c2O[C@H](CN(C)CC2CCCCC2)[C@@H](C)CN([C@H](C)CO)C3=O)cc1	.	0.4	64	.	-0.7%	.	.	8%	.	-4%
CCOC(=O)N1CCN(C(=O)C(=O)Nc2sc3c(c2C(N)=O)CC(C)(C)OC3)CC1	3%	2.6	56	-0.4%	0.3%	1.6%	10%	4%	-7%	5%
COc1ccc(C(C)C)cc1S(=O)(=O)N1CCN(C)CC1	0%	-2.1	91	-0.5%	0.1%	0.0%	10%	11%	-3%	-3%
CCOc1ccc(NC(=O)COc2ccc(OC)cc2)cc1	-3%	0.4	82	1.1%	0.1%	2.7%	-6%	6%	17%	0%
O=C(CCCSc1nc2ccccc2[nH]1)Nc1nnc(-c2ccccc2)o1	0%	-1.1	80	0.0%	2.0%	5.0%	13%	-7%	6%	-5%	NS5 inhibitors pilot replicate=-2.6
N#Cc1c(NC(=O)CN2CCOCC2)oc(-c2ccccc2)c1-c1ccccc1	-1%	1.6	62	0.1%	-0.3%	1.2%	8%	12%	3%	1%
CCc1ccc(C2N(c3ccc(OC)cc3)C(=O)C3CCCN32)cc1 (stereo unspecified)	-7%	0.2	59	0.5%	7.0%	1.6%	-3%	9%	-3%	-2%
COc1ccc(-c2cc(C(=O)N3CCc4ccccc4C3)no2)cc1OC	-2%	1.8	54	-0.2%	8.4%	4.4%	3%	12%	12%	5%
COc1ccccc1CNC(=O)C(C)NS(=O)(=O)c1ccc(Br)cc1 (stereo unspecified)	13%	-0.4	60	-0.2%	0.2%	0.4%	-12%	3%	-9%	.
CCC(C)(C(=O)NC1CCCC1)N(Cc1ccco1)C(=O)c1ccc2c(c1)OCO2 (stereo unspecified)	4%	1.0	76	-0.3%	-0.4%	1.4%	-1%	-1%	-3%	-8%	NS5 inhibitors pilot replicate=-9.1
O=C(Cn1cc2c(n1)CCCC2)N1CCCc2ccccc21	-3%	-2.5	56	1.0%	-2.0%	-1.2%	1%	-1%	7%	-5%
O=C(CSc1nc2[nH]ncc2c(=O)[nH]1)Nc1ccc(F)cc1	.	-1.0	70	.	0.4%[50 µM]	-0.9%	9%	-2%	.	-1%
COc1ccc(COC(=O)N/N=C/c2cccs2)cc1	1%	-0.5	56	-1.0%	0.3%	1.5%	6%	1%	12%	-6%
